Screening data as filed in PubChem BioAssay.
HCMV antiviral = human cytomegalovirus inhibition; activity change, negative = inhibition, % at 57.5 µM; actives 4.5% (n = 410,000); HFF cells, HCMV-luciferase reporter, 72 h; active compounds read low; in the data active means activity change below about -60%; inconclusive means no clear call, values can overlap the other calls; inactive means above about -39%
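After 16 h attachment at 37C, HFF cells received test compound and HCMV-luciferase (1 PFU/cell); reporter luminescence read 72 h later, data normalized against buffer-only and known inhibitor Salinomycin.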
AMA1-RON2 inh = disrupts binding of P. falciparum AMA1 to RON2. AlphaScreen AMA1-biotinylated RON2 peptide binding. Potency, µM (titrated, usually from 58.2 µM), for inactives: top-dose activity change, negative = inhibition, actives largely listed as inhibitors. actives 0.2% (n = 360,000);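 further: potency means the concentration at half of the fitted maximal effect; 0% = vehicle wells and -100% = peptide control; nearly all actives have a fitted effect of over 45% in size; some results filed as inactive show a strong effect at the top dose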
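AMA1 (3D7) with his tag at 25 nM final met compounds first, then biotinylated RON2 peptide at 25 nM; detection used donor plus acceptor beads, 10 µg/mL apiece, read by AlphaScreen after 30 min at room temperature.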
Giardia FBPA inh = inhibitors of Giardia lamblia fructose-1,6-bisphosphate aldolase. purified Giardia FBPA. Potency, µM (top dose mostly 59.6 µM), inactives show at the highest dose activity, negative = inhibition, usual class: inhibitors. A8B2U2. actives 0.71% (n = 290,000); further: potency means the concentration at half of the fitted maximal effect; nearly all actives have a fitted effect of over 55% in size
Target sequence (A8B2U2 whole entry, looked up): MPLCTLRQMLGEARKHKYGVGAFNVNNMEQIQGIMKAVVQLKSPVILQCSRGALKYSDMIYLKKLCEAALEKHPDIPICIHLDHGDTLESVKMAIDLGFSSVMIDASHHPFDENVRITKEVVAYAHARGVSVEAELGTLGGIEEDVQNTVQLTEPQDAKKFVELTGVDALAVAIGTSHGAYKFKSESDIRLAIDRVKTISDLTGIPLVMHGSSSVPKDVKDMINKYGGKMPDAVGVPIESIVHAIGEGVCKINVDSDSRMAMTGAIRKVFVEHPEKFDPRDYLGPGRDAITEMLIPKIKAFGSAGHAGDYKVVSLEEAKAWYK
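40 nM FBPA preincubated 10 min at RT with compound (up to 57.5 uM final), then substrate plus GAPDH/TPI/NAD/arsenate coupling and diaphorase/resazurin added. Fluorescence read after 20 min at RT, 525/598 nm.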
Sm TGR inh = S. mansoni TGR enzyme inhibition. Q962Y6. purified TGR, DTNB reduction, TNB absorbance 405 nm. Potency, µM (titrated, usually from 114 µM), inactives show at the top dose activity change, negative = inhibition, actives largely listed as inhibitors. actives 3% (n = 360,000); further: potency means the concentration at half of the fitted maximal effect; nearly all actives have a fitted effect of over 60% in size
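First, TGR (20 nM dispensed) and NADPH were mixed with compound. Second, a 15 min room-temperature incubation followed. Third, further NADPH and then DTNB were added to start the reaction. Finally, TNB absorbance was monitored kinetically.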
AmpC no deterg = blocks E. coli AmpC beta-lactamase in detergent-free assay; P00811; AmpC nitrocefin hydrolysis, absorbance 480 nm, 0.0001% Triton; Potency, µM (doses to about 57.1 µM), inactives show at the top dose activity change, negative = inhibition, hits mostly inhibitors; actives 0.52% (n = 330,000);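 further: potency means the concentration at half of the fitted maximal effect; plate controls were no compound for no effect and no enzyme for full effect; nearly all actives have a fitted effect of over 20% in size; some results filed as inactive show a strong effect at the top dose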
Target sequence (P00811 whole entry, looked up): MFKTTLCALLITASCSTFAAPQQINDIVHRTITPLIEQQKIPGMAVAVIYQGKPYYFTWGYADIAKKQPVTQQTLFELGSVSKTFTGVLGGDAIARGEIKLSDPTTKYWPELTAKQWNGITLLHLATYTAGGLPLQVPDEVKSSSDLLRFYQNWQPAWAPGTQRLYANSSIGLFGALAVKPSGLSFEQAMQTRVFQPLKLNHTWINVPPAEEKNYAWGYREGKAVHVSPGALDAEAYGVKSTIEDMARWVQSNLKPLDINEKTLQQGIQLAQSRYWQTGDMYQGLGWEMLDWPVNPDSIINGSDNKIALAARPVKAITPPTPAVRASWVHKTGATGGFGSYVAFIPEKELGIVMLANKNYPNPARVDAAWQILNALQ
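20 mM phosphate pH 7.0 + 0.01% (detergent screen) or 0.0001% Triton X-100; 5.3 nM AmpC reagent; cpd preinc 15 min RT; nitrocefin (800 uM stock) to start; A480 q20 s × 4 min; Activity was normalised to no-enzyme and no-compound control wells.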
AmpC detergent = blocks E. coli AmpC beta-lactamase in detergent assay; Potency, µM (highest dose often 114 µM), inactives show at the highest dose activity change, negative = inhibition, actives largely listed as inhibitors; actives 0.041% (n = 370,000); AmpC hydrolysis of nitrocefin, absorbance 480 nm, 0.01% Triton; P00811;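 further: potency means the concentration at half of the fitted maximal effect; 0% = no-compound wells and -100% = no-enzyme wells; nearly all actives have a fitted effect of over 25% in size; some results filed as inactive show a strong effect at the top dose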
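20 mM phosphate pH 7.0 + 0.01% (detergent screen) or 0.0001% Triton X-100; 5.3 nM AmpC reagent; cpd preinc 15 min RT; nitrocefin (800 uM stock) to start; A480 q20 s × 4 min; Activity was normalised to no-enzyme and no-compound control wells.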
* hit, by the source's call; ? = inconclusive; · = no result given; [ ] = remark or other dose. Unless noted, the call rests on the fitted dose curve; in most records, active means well fitted curve in the direction sought with a large enough effect; inconclusive means small, poorly fitted or top-dose-only effect, or another doubt; inactive means no such curve, though single readings can be large; an effect the other way counts as inactive or inconclusive. Unless noted, on the % scale 0 is the no-effect control and ±100 the full control effect.

(1) O=C(CN1C(=O)CCC1=O)Nc1nc(-c2cccs2)cs1
(2) CCOc1ccc(Cc2n[nH]c(=S)n2N)cc1
(3) Fc1ccc(CO/N=C/C2=C(Cl)c3ccccc3CC2)cc1
(4) N#Cc1ccccc1Cn1cc(/C=C/[N+](=O)[O-])c2ccccc21
(5) CN(C)C1=NCCN1CCCC1CCCCC1
(6) Cc1ccc(-c2cc(C(=O)NCc3ccccn3)c3ccccc3n2)cc1
(7) Cn1nnc2cc(C(=O)Nc3ccccc3F)ccc21
(8) CNCCCC1Sc2ccccc2Oc2ccccc21 (stereo not drawn)
(9) CC(=O)c1ccc(NS(=O)(=O)c2ccc3ccccc3c2)cc1
(10) COc1ccccc1NC(CC(=O)c1ccccc1)C(=O)OCC(=O)c1ccc(C)cc1 (stereo not drawn)

assay / compound | 1 | 2 | 3 | 4 | 5 | 6 | 7 | 8 | 9 | 10
Sm TGR inh | 3% | 6% | 10% | -31% | -1% | 3% | 10% | -10% | 9% | -29%
AmpC no deterg | -4% | -11% | -36% | -34% | -6% | ? | -34% | 8% | -31% | -30%
Giardia FBPA inh | -2% | ? | 8% | -4% | · | -3% | 4% | -24% | 24% | -1%
HCMV antiviral | 36 | -24 | 1 | -101* | -7 | 64 | 41 | 14 | -6 | 67
AmpC detergent | ? | 1% | ? | ? | 0% | 2% | ? | -1% | ? | ?
AMA1-RON2 inh | -6% | 13%[2.32 µM] | 64%[activator] | -9% | -1% | 130%[activator] | 3% | 14% | 18% | -30%

(11) O=c1[nH]c2ccccc2n2cnnc12
(12) CSC1=N/C(=C\c2ccc(F)cc2)C(=O)S1
(13) O=c1[nH]c(N/N=C/c2ccccc2)nc2ccccc12
(14) Cc1nnc(-c2ccccc2)c(=O)n1/N=C/c1c(O)ccc2ccccc12
(15) O=C(NCCN1CCN(C(=O)NC2CCCCC2)CC1)NC1CCCCC1
(16) Cn1nc(C(=O)Nc2nc(-c3ccc(F)cc3)cs2)ccc1=O
(17) CCC(CC)C(=O)NCc1ccccc1Cl
(18) Cn1c(=NC(=O)CS(=O)(=O)c2ccccc2)sc2cc([N+](=O)[O-])ccc21
(19) COc1cccc(N2CCN(CC(=O)NC(=O)NCc3ccco3)CC2)c1
(20) COCCNC(=O)c1cccc(NS(=O)(=O)c2cccc3cccnc23)c1

assay / compound | 11 | 12 | 13 | 14 | 15 | 16 | 17 | 18 | 19 | 20
Sm TGR inh | -11% | 7% | -7% | -1% | 3% | 8% | 0% | -5% | ? | 2%
AmpC no deterg | -12% | -26% | -26% | -23% | 8% | 2% | -8% | -22% | -4% | -16%
Giardia FBPA inh | 3% | -5% | 5% | 6% | -15% | 0% | 4% | · | -8% | -3%
HCMV antiviral | -12 | 24 | 135 | -99* | 35 | ? | 5 | -87* | -2 | ?
AmpC detergent | 3% | ? | 6% | -7% | -13% | 8% | -12% | -11% | 4% | -16%
AMA1-RON2 inh | -5% | -7% | 36%[activator] | -26% | -4% | -6% | 24% | -3% | -26% | 5%

(21) COc1ccc(-c2cc3ccc(O)c(CN4CCCC(C)C4)c3oc2=O)cc1OC (stereo not drawn)
(22) CC1CCCCN1S(=O)(=O)c1ccc(S(=O)(=O)NCCc2ccncc2)cc1 (stereo not drawn)
(23) C=C(C)C1CC=C(C)/C(=N/NC(=O)COc2ccccc2Cl)C1 (stereo not drawn)
(24) COc1ccc(CN2CCNC(=O)C2CC(=O)NC2CCCCCC2)cc1C (stereo not drawn)
(25) O=C1CCN(C(=O)CSc2ccc(Cl)cc2)N1
(26) O=C(c1ccncc1)N1c2ccccc2Sc2ccccc21
(27) Cc1ccc(CSc2nsc(C)c2C#N)cc1
(28) Cn1c(=O)c2c(ncn2CC(=O)N(Cc2ccccc2)c2ccccn2)n(C)c1=O
(29) CCn1c(C)nnc1SCC(=O)Nc1ccc(C(C)=O)cc1
(30) CN(c1ccc(C(=O)NCc2ccccn2)cc1)S(C)(=O)=O

assay / compound | 21 | 22 | 23 | 24 | 25 | 26 | 27 | 28 | 29 | 30
Sm TGR inh | 1% | 1% | -3% | -34% | -2% | -7% | 3% | -11% | -3% | -28%
AmpC no deterg | · | -6% | 33% | 76%[activator] | -9% | 14% | -30% | -2% | -16% | 8%
Giardia FBPA inh | · | 0% | 0% | · | -13% | 3% | 6% | 6% | 2% | 7%
HCMV antiviral | 28 | -22 | -13 | -16 | -2 | -26 | -31 | -27 | -3 | 4
AmpC detergent | -3% | ? | ? | -1% | 3% | 2% | 6% | ? | 2% | -1%
AMA1-RON2 inh | · | 3% | -1% | 17% | 19% | -11% | 22% | 4% | -3% | -14%

(31) COc1ccccc1Oc1ccc(S(=O)(=O)N2CCCCC2)cc1NC(=O)CCNC(C)=O
(32) Cc1ccccc1OCCn1cc(/C=C(\C#N)C(=O)NCc2ccco2)c2ccccc21
(33) O=C(CSc1nnnn1-c1cccnc1)NCc1cccs1
(34) CCOc1ncccc1C(=O)N=C1SCCN1C(=O)c1cccnc1OCC
(35) CCN=C1S/C(=C\c2ccc(Sc3ccc(Cl)cc3)o2)C(=O)N1CC
(36) O=c1[nH]c2ccccc2nc1CCc1ccccc1
(37) Cc1sc2ncn(CC(=O)N3CCN(c4ccc(F)cc4)CC3)c(=O)c2c1S(=O)(=O)N1CCCCC1
(38) Cc1noc(Cn2c(=O)c3cc4c(cc3n(CC(=O)Nc3ccccc3F)c2=O)OCO4)n1
(39) O=C(O)CCc1ccc(-c2ccccc2)n1CC(=O)Nc1ccccc1C(F)(F)F
(40) COc1ccc(CCNS(=O)(=O)c2ccc(OC)cc2)cc1

assay / compound | 31 | 32 | 33 | 34 | 35 | 36 | 37 | 38 | 39 | 40
Sm TGR inh | -26% | 6% | -10% | 3% | 45µM* | -2% | 2% | 7% | 40µM* | 12%
AmpC no deterg | 176%[activator] | -14% | -12% | 19% | -11% | -35% | · | · | · | -23%
Giardia FBPA inh | · | -1% | 13% | 0% | 0% | 1% | · | · | · | 0%
HCMV antiviral | -21 | -18 | -2 | 23 | -8 | 2 | -8 | 20 | 6 | -1
AmpC detergent | -3% | 5% | ? | ? | -9% | -9% | 3% | -2% | 12% | 3%
AMA1-RON2 inh | 2% | -2% | 6% | -3% | -5% | -18% | · | · | · | 1%

(41) CCn1cc(CCCC(=O)NCc2ccccc2OC)c2ccccc21
(42) COc1cccc(CN2CC(C(=O)N(C)C3CCOCC3)CCC2=O)c1 (stereo not drawn)
(43) C/C(=N\NC(=O)c1ccccc1)c1cccc(Br)c1
(44) CCCCc1cc(=O)oc2c(CN3CCCC3)c(O)c(Cl)cc12
(45) COc1ccccc1-n1nnnc1SCc1cc2c(cc1Br)OCO2
(46) CC12CCC(=O)N1C(C(=O)N1CCN(S(=O)(=O)c3ccc(Br)cc3Cl)CC1)CS2 (stereo not drawn)
(47) CCCCn1c(=O)c(-[n+]2ccccc2)c([O-])c2ccccc21
(48) CCOc1ccc(OCC)c(NS(=O)(=O)c2cc(-c3onc(C)c3C)ccc2OC)c1
(49) O=C(O)CCn1cc(-c2ccc(F)cc2)nc1-c1ccncc1
(50) CCCc1cnc2c(c1SCC(=O)Nc1ccccc1F)c(=O)n(C)c(=O)n2C

assay / compound | 41 | 42 | 43 | 44 | 45 | 46 | 47 | 48 | 49 | 50
Sm TGR inh | -12% | 4% | 4% | 0% | 9% | 1% | 2% | 16% | 1% | 0%
AmpC no deterg | 4% | -7% | -30% | -3% | -29% | -8% | -3% | · | -9% | ·
Giardia FBPA inh | 0% | -2% | -6% | -11% | -14% | · | ? | · | · | ·
HCMV antiviral | 37 | 3 | 55 | 16 | -7 | ? | -62* | -4 | 42 | -12
AmpC detergent | -9% | -1% | 0% | 4% | -10% | ? | -8% | 2% | 0% | 4%
AMA1-RON2 inh | -3% | 8% | 102%[activator] | 5% | 4% | -15% | -5% | · | 24% | ·

Looked up by compound from above (2):
(15) O=C(NCCN1CCN(C(=O)NC2CCCCC2)CC1)NC1CCCCC1
(24) COc1ccc(CN2CCNC(=O)C2CC(=O)NC2CCCCCC2)cc1C (stereo not drawn)

assay / compound | 15 | 24
Sm TGR inh | 3% | -34%
AmpC no deterg | 8% | 76%[activator]
Giardia FBPA inh | -15% | ·
HCMV antiviral | 35 | -16
AmpC detergent | -13% | -1%
AMA1-RON2 inh | -4% | 17%

7 compounds from above, limited to AmpC detergent, AmpC no deterg and HCMV antiviral.
no. | SMILES | AmpC detergent | AmpC no deterg | HCMV antiviral
43 | C/C(=N\NC(=O)c1ccccc1)c1cccc(Br)c1 | 0% | -30% | 55
44 | CCCCc1cc(=O)oc2c(CN3CCCC3)c(O)c(Cl)cc12 | 4% | -3% | 16
45 | COc1ccccc1-n1nnnc1SCc1cc2c(cc1Br)OCO2 | -10% | -29% | -7
46 | CC12CCC(=O)N1C(C(=O)N1CCN(S(=O)(=O)c3ccc(Br)cc3Cl)CC1)CS2 (stereo not drawn) | ? | -8% | ?
47 | CCCCn1c(=O)c(-[n+]2ccccc2)c([O-])c2ccccc21 | -8% | -3% | -62*
48 | CCOc1ccc(OCC)c(NS(=O)(=O)c2cc(-c3onc(C)c3C)ccc2OC)c1 | 2% | · | -4
49 | O=C(O)CCn1cc(-c2ccc(F)cc2)nc1-c1ccncc1 | 0% | -9% | 42

(cont.)
(51) Cc1ccccc1N1CCN(CC(=O)Nc2nc(C)c(C(=O)N(C)C)s2)CC1
(52) CNC(=O)C(=O)Nc1nc(C23CC4CC(CC(C4)C2)C3)cs1
(53) CCCC(=O)Nc1ccc2nc(SCC(=O)N3CCOCC3)sc2c1
(54) CCOC(=O)c1ccc(NS(=O)(=O)c2ccc3c(c2)CCCN3C(C)=O)cc1
(55) Cc1ccc(S(=O)(=O)NCCC(=O)NC2CCCC2)cc1
(56) O=C(COC(=O)Cc1ccccc1)Nc1ccc(SC(F)F)cc1
(57) C=C(C)C1CC=C(C)/C(=N\NC(=O)CNc2cccc3ccccc23)C1 (stereo not drawn)
(58) Cc1cc(C)n(/N=C\c2c(O)ccc3ccccc23)c(=O)c1C(N)=O
(59) CC(C)(C)C(=O)Nc1ccc(C(=O)NNC(=O)Cc2ccccc2)cc1

assay / compound | 51 | 52 | 53 | 54 | 55 | 56 | 57 | 58 | 59
Sm TGR inh | -29% | 20% | 1% | 7% | 0% | -3% | -8% | -19% | 1%
AmpC no deterg | 96%[activator] | -8% | · | 7% | -11% | -14% | -27% | -25% | -25%
Giardia FBPA inh | ? | -1% | · | 22% | -16% | -6% | -20% | ? | -13%
HCMV antiviral | 50 | 33 | 37 | -12 | -10 | 12 | 4 | -5 | 44
AmpC detergent | 0% | 4% | 19% | 2% | 6% | -2% | -12% | -3% | -7%
AMA1-RON2 inh | 11% | 9% | · | -14% | -7% | 7% | 11% | 30% | 11%
